# High-throughput results deposited in PubChem by National Center for Advancing Translational Sciences (NCATS).
# TrxR1 substrate: qHTS Assay for Substrates of Mammalian Selenoprotein Thioredoxin Reductase 1 (TrxR1): qHTS; hit rate 0.01% among 390,000; Thioredoxin reductase 1, cytoplasmic (Rattus norvegicus), O89049; purified TrxR1 substrate turnover, NADPH consumption readout; Potency, µM (titrated, usually from 114 µM), for the others: at the highest dose activity change, negative = substrate turnover; also: % is scaled to controls: 0 for no effect and ±100 for the full control effect; nearly all actives have a fitted effect of over 50% in size
#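 Rat TrxR1, dispensed at 90 nM, was prereduced with 400 uM NADPH (final) for 5 min at ~22 deg C, then incubated with compound 15 min before 400 uM selenite. A first-read NADPH fluorescence drop versus no-compound background flagged substrates.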
# RXFP1 agonist: qHTS Assay for Agonists of the Relaxin Receptor RXFP1; Relaxin receptor 1 (Homo sapiens), Q9HBX9; hit rate 0.3% among 370,000; Potency, µM (top dose mostly 57.5 µM), for the others: top-dose activation, hits mostly activators; HEK293T-RXFP1 cAMP TR-FRET, 30 min; response scale: percent of porcine relaxin response, buffer zero; AID 2676, 2010; also: % is scaled to controls: 0 for no effect and ±100 for the full control effect; nearly all actives have a fitted effect of over 60% in size; many of its hits are not listed in these tables
#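 HEK293 cells stably expressing RXFP1, treated 30 min at 37C with compounds plus PDE4 inhibitor Ro 20174; cAMP measured by HTRF TR-FRET. Normalized to buffer and 29 nM porcine relaxin; EC50 by Hill fit.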
# rTrxR1 inhibitor: qHTS Assay for Inhibitors of Mammalian Selenoprotein Thioredoxin Reductase 1 (TrxR1): qHTS. Thioredoxin reductase 1, cytoplasmic (Rattus norvegicus), O89049. recombinant rTrxR1, NADPH fluorescence consumption, selenite substrate. Potency, µM (highest dose often 114 µM), without a hit: at the top dose activity change, negative = inhibition, hits mostly inhibitors. hit rate 1% among 390,000. AID 588453, 2011; also: % is scaled to controls: 0 for no effect and ±100 for the full control effect; nearly all actives have a fitted effect of over 65% in size
#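 Rat TrxR1 (90 nM in the dispensed reagent) was pre-reduced with 400 uM NADPH for 5 min at room temperature, then incubated with compound for 15 min. After 400 uM selenite was added, NADPH fluorescence (Ex 340/Em 450 nm) was followed for 8 min.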
# USP1-UAF1 inh: Inhibitors of USP1/UAF1: Primary Screen. Ubiquitin carboxyl-terminal hydrolase 1 (Homo sapiens), O94782. recombinant USP1/UAF1, Ub-Rhodamine cleavage fluorescence. Potency, µM (series often up to 57.1 µM), for the others: at the highest dose activity change, negative = inhibition, hits mostly inhibitors. hit rate 0.23% among 390,000; also: % is scaled to controls: 0 for no effect and ±100 for the full control effect; nearly all actives have a fitted effect of over 60% in size; inactives centre near -12
#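 Step one: compound is pinned into 1nM USP1/UAF1 in HEPES pH 7.8 buffer with TCEP. Step two: 15 min room-temperature incubation. Step three: Ub-Rho (150nM final) starts cleavage, tracked by fluorescence over six one-minute reads.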
# Vif-A3F inh: qHTS for Inhibitors of Vif-A3F Interactions: qHTS. HeLa A3F-eYFP + Vif (tagged APOBEC3F with the HIV-1 protein that degrades it), YFP fluorescence increase. Potency, µM (top dose mostly 46.1 µM), without a hit: at the highest dose activity, negative = active. hit rate 0.2% among 390,000; also: % of control where 0% means no effect; nearly all actives have a fitted effect of over 65% in size
#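 HeLa cells stably expressing Vif plus C-terminally eYFP-tagged A3F were seeded, incubated overnight at 37 deg C, dosed with compound, incubated overnight again at 37 deg C. Yellow fluorescence (Ex 488/Em 500-530) reported blocked Vif-mediated A3F-eYFP degradation.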
# ALOX12 inh: Primary qHTS assay for inhibitors of human arachidonate 12S-lipoxygenase (ALOX12): Round 2; purified 12hLO, xylenol orange hydroperoxide absorbance; Potency, µM (titrated, usually from 108 µM), inactives show at the highest dose activity change, negative = inhibition, hits mostly inhibitors; hit rate 1.1% among 580,000; AID 1671190, 2021; also: % is scaled to controls: 0 for no effect and ±100 for the full control effect
# Target sequence (P18054 whole entry, looked up): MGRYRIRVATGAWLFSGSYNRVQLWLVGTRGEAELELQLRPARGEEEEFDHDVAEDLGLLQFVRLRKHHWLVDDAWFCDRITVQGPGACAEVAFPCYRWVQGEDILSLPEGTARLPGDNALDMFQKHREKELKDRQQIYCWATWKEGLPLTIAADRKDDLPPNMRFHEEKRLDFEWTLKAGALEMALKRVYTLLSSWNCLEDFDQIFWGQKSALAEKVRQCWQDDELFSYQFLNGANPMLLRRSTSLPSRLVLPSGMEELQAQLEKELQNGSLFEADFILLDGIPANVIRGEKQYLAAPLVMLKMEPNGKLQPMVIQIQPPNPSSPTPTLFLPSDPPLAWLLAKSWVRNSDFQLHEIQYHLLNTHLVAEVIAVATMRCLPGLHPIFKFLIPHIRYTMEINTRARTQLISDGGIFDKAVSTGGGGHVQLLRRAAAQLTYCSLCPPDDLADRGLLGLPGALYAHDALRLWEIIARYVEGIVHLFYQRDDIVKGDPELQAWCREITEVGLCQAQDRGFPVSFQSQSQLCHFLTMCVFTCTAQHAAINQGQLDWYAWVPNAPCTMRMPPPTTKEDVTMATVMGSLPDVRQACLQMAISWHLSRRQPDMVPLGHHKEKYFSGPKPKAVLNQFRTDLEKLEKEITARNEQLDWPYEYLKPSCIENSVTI
#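 Purified human 12hLO at 150 nM in 25 mM Hepes, 0.01% Triton X-100, pH 7.0, preincubated 15 min at room temperature with compound. Reaction started with 40 uM arachidonic acid, 30 min at room temperature. Hydroperoxide measured by Fe-xylenol orange, 573/405 nm absorbance ratio.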
# mIDH1 inhibitor: qHTS for Inhibitors of mutant isocitrate dehydrogenase 1 (IDH1): qHTS. hit rate 0.093% among 390,000. IDH1-R132H enzyme, NADPH consumption, diaphorase/resazurin fluorescence. AID 602179, 2012. Potency, µM (doses to about 76.6 µM), without a hit: at the highest dose activity change, negative = inhibition, actives largely listed as inhibitors. Isocitrate dehydrogenase [NADP] cytoplasmic (Homo sapiens), O75874; also: % is scaled to controls: 0 for no effect and ±100 for the full control effect; nearly all actives have a fitted effect of over 65% in size
#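 IDH1-R132H (0.5 ug/mL dispensed) in pH 7.5 Tris buffer was preincubated 30 min with compound, then given a substrate mix of 0.016 mM NADPH and 2 mM alpha-KG for 80 min at room temperature; remaining NADPH was read by diaphorase/resazurin fluorescence.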
# Vif-A3G inh: qHTS for Inhibitors of Vif-A3G Interactions: qHTS; DNA dC->dU-editing enzyme APOBEC-3G (Homo sapiens), Q9HC16; HeLa A3G-eYFP + Vif (tagged APOBEC3G with the HIV-1 protein that degrades it), YFP fluorescence, overnight; Potency, µM (top dose mostly 46.1 µM), inactives show at the top dose activity, negative = active, hits mostly inhibitors; hit rate 0.076% among 410,000;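 also: % is scaled to controls: 0 for no effect and ±100 for the full control effect; nearly all actives have a fitted effect of over 60% in size; hits raise eYFP signal because A3G escapes Vif-driven loss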
#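 Read-out is eYFP fluorescence (Ex 488/Em 500-530) from Vif-expressing HeLa A3G-eYFP cells; more signal means A3G escaped Vif-mediated degradation. Cells plated overnight, compound pinned in, incubated overnight at 37 deg C.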
# RGS4 inh: Inhibitors of Regulator of G Protein Signaling (RGS) 4: qHTS | hit rate 0.039% among 390,000 | Transcreener GDP fluorescence polarization, RGS4-accelerated GTP hydrolysis | Regulator of G-protein signaling 4 (Homo sapiens), P49798 | Potency, µM (doses to about 114 µM), for the others: at the top dose activity change, negative = inhibition, most hits filed as inhibitors; also: % is scaled to controls: 0 for no effect and ±100 for the full control effect; nearly all actives have a fitted effect of over 75% in size; some results filed as inactive show a strong effect at the top dose
# Target sequence (P49798 whole entry, looked up): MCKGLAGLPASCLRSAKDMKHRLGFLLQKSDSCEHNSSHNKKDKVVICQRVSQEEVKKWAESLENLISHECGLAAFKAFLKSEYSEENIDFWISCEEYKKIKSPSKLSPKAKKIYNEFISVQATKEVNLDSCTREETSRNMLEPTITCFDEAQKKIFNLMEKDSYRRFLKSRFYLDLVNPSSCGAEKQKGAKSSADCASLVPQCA
#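 MLSMR compounds (23 nl, pin-transferred) preincubated 10 min at room temperature with a 500nM (2x) first reagent, then RGS4 at 900nM (2x) plus Transcreener GDP mix added; fluorescence polarization (620/688 nm) read before and after 90 min at 30 °C.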
# Active calls of the source: *; ? = inconclusive; nt = not tested or not shown; [ ] = dose if it differs, or a comment. Calls follow the shape of the dose curve; as a rule, active = well fitted curve in the direction sought with a large enough effect; inconclusive = small, poorly fitted or top-dose-only effect, or another doubt; inactive = no such curve, though single readings can be large; an effect the other way counts as inactive or inconclusive. Potency is read from the fitted curve at half-maximal effect. Some of the compounds tested; rates above refer to the full screens.
SMILES,TrxR1 substrate,RXFP1 agonist,rTrxR1 inhibitor,USP1-UAF1 inh,Vif-A3F inh,ALOX12 inh,mIDH1 inhibitor,Vif-A3G inh,RGS4 inh
CC(=O)Nc1ccc(NC(=O)c2cc(S(=O)(=O)N3CCCCC3)ccc2C)cc1,-2%,0.9%,8%,-13%,1%,7%,-9%,0%,18%
O=C(Nc1ccc(Cl)c(Cl)c1)Nc1ccccc1O,5%[2.29 µM],1.8%,24%,-23%,2%,30%,-2%,-14%,21%
Cc1ccc(CN2CCSc3ccc(C(=O)NCc4ccc(OC(C)C)cc4)cc32)cc1,88%[activator],10%,96%[activator],-6%,nt,?,nt,nt,20%
O=C(NCCc1ccccc1)c1ccc2c(c1)OCCCO2,5%,0.4%,19%,-23%,-2%,?,1%,0%,9%
COc1ccc(-c2nc(CS(=O)CC(=O)NCCCN3CCCC3)c(C)o2)cc1OC (stereo not given),-4%,1.9%,-22%,-18%,-8%,-10%,2%,6%,-8%
CCCCN1CC(COCc2ccccc2)Oc2cccc(Oc3ccc(F)cc3)c2S1(=O)=O (stereo not given),7%,nt,32%[activator],-24%,5%,-10%,22%,0%,4%
CC1Sc2ccc(C(=O)N(CCc3ccccc3)Cc3ccccc3)cc2NC1=O (stereo not given),nt,nt,nt,-29%,-8%,0%,9%,-17%,nt
COc1ccc(CCn2c(C)cc(C(=O)CSc3nnc(N)s3)c2C)cc1,4%[57.1 µM],-2.7%,-12%[57.1 µM],-6%,2%,nt,1%,-6%,-33%
Cc1ccc(CNC(=O)c2cc3sc(Cl)cc3n2C)cc1,2%,5.2%,10%,-9%,nt,-7%,nt,nt,-1%
O=C(c1cc(-c2cccc3ccccc23)nc2ccccc12)N1CCN(CCO)CC1,8%,nt,-7%,-11%,2%,-12%,6%,-5%,6%
CCOC(=O)c1c(C)[nH]c(C(=O)OCc2csc(CC(=O)Nc3ccccc3C)n2)c1C,1%,0.8%,16%[57.1 µM],-16%,-18%,4%,-1%,-1%,10%
CC(C)NC(=O)CCNC(=O)c1ccc(F)cc1,4%[57.1 µM],1.2%,24%[57.1 µM],-14%,-2%,-7%,3%,0%,-26%
COc1ccccc1CN1CCNC(=O)C1CC(=O)NCC1CCOCC1 (stereo not given),7%,3.3%,-28%,-13%,-6%,283%[activator],7%,0%,-7%
C/C(=N\Nc1cc(C(F)(F)F)ccc1Cl)c1ccccc1O,-12%,-1.8%,8%[0.457 µM],-11%,0%,-19%,2%,-11%,11%
COc1ccc(NC(=O)CN(C)C(=O)c2ccc(NC3CC3)c([N+](=O)[O-])c2)cc1,-9%,0.0%,13%,1%,-8%,?,5%,-4%,25%
CC(C)C[C@H](NC(=O)C1CCN(S(=O)(=O)c2ccccc2)CC1)C(=O)NCc1ccncc1,0%,-0.7%,14%,-25%,0%,-25%,0%,1%,-27%[11.4 µM]
CCCCn1c(CNC(=O)c2ccc(OC)cc2)nnc1SCC(=O)Nc1ccc(OC)cc1,6%,1.2%,19%,-21%,-7%,-23%,-4%,-2%,0%
CCN(CC)c1ccc(N=Cc2cc(Br)ccc2O)cc1,-4%,0.2%,-10%,?,2%,-7%,16%,-11%,-103%[11.4 µM]
COc1cc(C(=O)NC(=S)Nc2cccc(-c3cc4ccccc4oc3=O)c2)cc(OC)c1OC,-7%,3.8%,-9%,2%,-16%,?,11%,-11%,?
N#C/C(=C\c1ccccc1O)C(=O)Nc1ccccn1,10%,7.5%,5%,-1%,1%,0%,6%,1%,10%
Cc1ccccc1CSc1nc2ccsc2c(=O)n1CCC(C)C,1%[57.1 µM],3.5%,9%[57.1 µM],?,1%,5%,-11%,-1%,23%
CC(C)(C)[C@@H]1C=C(C(=O)O)O[C@H](OCCCCO)C1,0%,nt,25%,-17%,4%,?,-1%,-3%,-7%
CCOCCCNC(=O)CSc1ccccc1,1%,1.7%,17%,-12%,2%,-16%,2%,1%,22%
Cc1cccc(N2CCN(C(=O)Cn3ncc4c3-c3ccccc3OC4)CC2)c1C,2%,3.9%,16%,-27%,-1%,-21%,-3%,3%,11%
O=C(NCCN1CCOCC1)/C(=C/c1ccc(Cl)cc1)NC(=O)c1ccccc1,2%,-0.2%,8%,-12%,0%,-16%,3%,-1%,-19%

# Following part
SMILES,TrxR1 substrate,RXFP1 agonist,rTrxR1 inhibitor,USP1-UAF1 inh,Vif-A3F inh,ALOX12 inh,mIDH1 inhibitor,Vif-A3G inh,RGS4 inh
CCCCCCCCS(=O)c1sc2nc(C)cc(C)c2c1N (stereo not given),12%,1.2%,7%,-8%,-1%,?,8%,6%,-47%
CCn1c(CC(=O)Nc2ccc(F)cc2)nnc1SCC(=O)Nc1nncs1,2%,3.3%,13%,-8%,3%,-9%,1%,-6%,-4%
Cc1nc2ncnn2c(C)c1CCC(=O)N1CCN(c2ccccn2)CC1,8%,8.9%,7%,-12%,-3%,0%,-1%,-6%,-1%
CN(C=C1C(=O)CC(C)(C)CC1=O)CCN1CCNCC1,5%,0.8%,-13%,-13%,nt,1%,2%,-6%,-7%
Cc1ccc2c(c1)c1c(c(=O)n(-c3ccccc3)c(=O)n1CC(=O)c1ccc(F)cc1)n2C,-12%,25%,-15%,-15%,0%,-4%,-11%,1%,20%
COc1ccc(S(=O)(=O)Nc2cc(Cl)ccc2-n2cncn2)cc1,5%,0.9%,10%,-14%,-1%,-5%,0%,-1%,12%
C[C@H]1CN([C@@H](C)CO)C(=O)CCCn2nncc2CO[C@H]1CN(C)C(=O)Nc1ccc2c(c1)OCO2,nt,nt,nt,8%,9%,0%,2%,-4%,nt
Cc1ccc2c(c1)C1CN(C)CCC1N2C(=S)Nc1ccc(Cl)cc1Cl (stereo not given),2%[57.1 µM],2.2%,-5%[57.1 µM],-17%,1%,-8%,-2%,5%,-6%
CC(=O)Nn1cc2c(c1-c1ccccc1)c(=O)n(C)c(=O)n2C,0%[57.1 µM],2.4%,-3%[57.1 µM],10%,-3%,-21%,2%,1%,23%
O=C1CCC(C(=O)N2CCOCC2)CN1Cc1ccc(Cl)cc1 (stereo not given),5%,0.2%,37%[activator],-7%,2%,0%,4%,0%,8%
COCC(=O)N1CCc2cc(OC)c(OC)cc2C1COc1ccc2c(C)cc(=O)oc2c1 (stereo not given),-1%,4.7%,1%,-7%,1%,-16%,-6%,-7%,-9%
CCOC(=O)c1c(C)[nH]c(CCC(=O)NCCCN2CCN(c3ccc(F)cc3)CC2)c1C,-2%[57.1 µM],1.4%,3%[57.1 µM],-10%,1%,-25%,-20%,0%,6%
Cc1cccc(CSCC(=O)N2CCN(S(=O)(=O)c3ccccc3C#N)CC2)c1,nt,nt,nt,-29%,2%,-15%,3%,4%,nt
O=C(c1ccc(Cl)cc1)N1CCN(CCOc2ccccc2)CC1,2%,0.4%,3%,-15%,5%,0%,3%,3%,17%
O=C(NNC(=O)c1cc(-c2ccc(Cl)cc2Cl)nc2ccccc12)Nc1ccccc1,6%[57.1 µM],-0.2%,-15%[57.1 µM],-2%,?,5%,-5%,?,-12%
Cc1coc2c(C)c3oc(=O)c(CCC(=O)N4C[C@H]5C[C@@H](C4)c4cccc(=O)n4C5)c(C)c3cc12,16%,-0.3%,-3%,-22%,1%,-16%,-7%,-8%,0%
C/C(CC(=O)Nc1ccc2c(c1)OCO2)=N\NC(=O)c1ccccc1N,43%[activator][57.1 µM],1.6%,-14%[57.1 µM],-10%,6%,0%,8%,0%,-16%
N#CC1=C2SCN(C3CCCCC3)CN2C(=O)CC1c1ccc(Cl)cc1 (stereo not given),-4%,6.4%,-14%,-22%,4%,?,8%,0%,?
COc1ccc(-c2cc(C(=O)NCc3cccs3)no2)cc1,-8%,2.0%,-9%,-18%,2%,12%,-8%,-2%,-21%
COc1ccc(-c2cn[nH]c2-c2ccc(OCC(=O)NN)cc2O)cc1OC,-10%[57.1 µM],2.5%,0%[57.1 µM],-14%,-29%,-3%,2%,7%,-21%
CCCCCCCC(=O)N/N=C/c1ccc([N+](=O)[O-])o1,-2%,2.7%,?,-21%,-27%,-16%,-8%,?,6%
CCCCSCc1[nH]c(=O)[nH]c1C(=O)CCCCC(=O)OCC,11%[57.1 µM],0.5%,4%[57.1 µM],1%,-1%,-15%,1%,0%,32%
